Source: PubChem BioAssay
Nrf2 ARE act: activates Nrf2 signaling; AREc32 ARE-luciferase reporter (MCF7-derived line), luminescence, 24 h; Potency, µM (series often up to 46.1 µM), inactives show at the top dose activation, hits mostly activators; 410,000 tested, 0.31% active; AID 624171; further: potency means the concentration at half of the fitted maximal effect; % of control where 0% means no effect; nearly all actives have a fitted effect of over 65% in size
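Each well held 1000 AREc32 cells, which were incubated with compound for 24 hr at 37 deg C after overnight attachment, and ARE reporter activity was quantified by firefly luciferase luminescence.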
MmCpn inh: inhibitors of Methanococcus maripaludis chaperonin (MmCpn). purified Mm-Cpn ATPase, ADP Transcreener TR-FRET. Potency, µM (doses to about 76.9 µM), without a hit: top-dose activity, negative = inhibition, usual class: inhibitors. 330,000 tested, 0.031% active; further: potency means the concentration at half of the fitted maximal effect; on the % scale 0 is the no-effect control and ±100 the full control effect; nearly all actives have a fitted effect of over 80% in size
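TR-FRET (320 nm excitation; 590 and 665 nm emission) reports ADP made from 10 uM ATP by 25 nM enzyme; compounds were preincubated 10 min, reaction run 30 min, both at 37°C.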
CCT modulator: modulators of cytosolic chaperonin (CCT/TRiC) activity | 360,000 tested, 0.3% active | purified chaperonin ATPase assay, HTRF ADP detection, 30 min | activity change, % (test concentration not listed), hits read low; in the data active means activity change below about -30%; further: on the % scale 0 is the no-effect control and ±100 the full control effect
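ATPase activity: ADP formed was measured by HTRF Transcreener (665/615 nm ratio) after 30 min at 37 deg C with 10 uM ATP. Compounds screened at one 76 uM concentration against 40 or 20 nM TRiC in Tris pH 7.4/KCl/MgCl2/DTT buffer.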
ATXN viability: viability counter-screen for ATXN expression inhibitors | S2 cells (HEK-293 line with an ATXN2-luciferase reporter) viability, CellTiter-Fluor protease fluorescence, 24 h | Potency, µM (highest dose often 56.7 µM), most hits filed as cytotoxic | 400,000 tested, 0.49% active; further: potency means the concentration at half of the fitted maximal effect; nearly all actives have a fitted effect of over 40% in size
HepG2 tox: counter-screen for TGF-b inhibitors: cytotoxicity in HepG2 cells. HepG2 CAGA-GFP viability, ATP luminescence, 18 h. Potency, µM (highest dose often 46.1 µM), for the others: top-dose activity change, negative = cytotoxicity, hits mostly cytotoxic. 410,000 tested, 0.76% active; further: potency means the concentration at half of the fitted maximal effect; some results filed as inactive show a strong effect at the top dose
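HepG2 CAGA-GFP cells (1000/well, DMEM with 1% FBS) received compound, then TGF-beta at 500 pg/mL final, and were incubated 18 hours at 37 degrees C. Viability was read by CellTiter-Glo luminescence. Media-only wells were set as complete cell-killing and DMSO as no toxicity.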
Akt phos inh: blocks phosphorylation of Akt; 360,000 tested, 0.32% active; Neuro2A IGF-stimulated pAkt S473 HTRF, 20 min; hits give low values; activity change, % for hits at 50 µM; in the data active means activity change below about -80%; inconclusive means mostly about -51% to -80%; further: on the % scale 0 is the no-effect control and ±100 the full control effect
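Neuro2A cells (4,500/well, DMEM with 0.5% FBS) were treated with compound at a single 50 µM final concentration, stimulated with 6 nM IGF for 20 min at 37 °C, and lysed. Phospho-Akt Ser473 was read by HTRF as 665/615 ratio ×10^4.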
A549 viability: kills or reduces viability of A549 cells in Nrf2 counter-screen. AID 504648. Potency, µM (doses to about 46 µM), inactives show at the top dose activity change, negative = cytotoxicity, hits mostly inhibitors. A549 ARE-Fluc cells, CellTiter-Fluor viability, 18-24 h. 390,000 tested, 0.16% active; further: potency means the concentration at half of the fitted maximal effect; on the % scale 0 is the no-effect control and ±100 the full control effect
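Cytotoxicity counterscreen: CellTiter-Fluor fluorescence was measured in A549 ARE_Fluc cells after 18-24 h of compound exposure in a concentration series. The subsequent BugLite luminescent read reports ARE-luciferase activity.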
Nrf2 inh: Nrf2 pathway inhibition; A549 ARE-Fluc reporter, luciferase luminescence, 18-24 h; Potency, µM (series often up to 46 µM), for the others: at the top dose activity change, negative = inhibition, actives largely listed as inhibitors; 360,000 tested, 2.1% active; AID 504444; further: potency means the concentration at half of the fitted maximal effect; on the % scale 0 is the no-effect control and ±100 the full control effect; nearly all actives have a fitted effect of over 60% in size
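Reporter: ARE-Fluc in A549. Exposure: 18-24 h, 37 °C, 5% CO2, 5% FBS OPTI-MEM. Readouts: fluorescent cytotoxicity (CellTiter-Fluor), then luminescent Nrf2 signal after BugLite.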
TGFb SMAD3 inh: TGF-b pathway inhibition; AID 588855; HepG2 CAGA-GFP TGF-b/SMAD3 reporter, GFP fluorescence, 18 h; TGF-beta stimulated, 500 pg/mL final; Potency, µM (series often up to 46.1 µM), for inactives: at the top dose activity, negative = inhibition, actives largely listed as inhibitors; 410,000 tested, 1.2% active; further: potency means the concentration at half of the fitted maximal effect; on the % scale 0 is the no-effect control and ±100 the full control effect; nearly all actives have a fitted effect of over 65% in size
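TGF-beta reporter screen: HEPG2 CAGA-GFP, 1% FBS, 500 pg/mL TGF-beta final, 18 h; per-cell GFP summed per well; curves fitted and categorized by class.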
Starred values were filed as active, the others as inactive; i = inactive; ? = inconclusive; / = no result given; [ ] = dose if it differs, or a comment. Unless noted, the call rests on the fitted dose curve; in most records, active means well fitted curve in the direction sought with a large enough effect; inconclusive means small, poorly fitted or top-dose-only effect, or another doubt; inactive means no such curve, though single readings can be large; an effect the other way counts as inactive or inconclusive.

Screens in order: Nrf2 ARE act, MmCpn inh, CCT modulator, ATXN viability, HepG2 tox, Akt phos inh, A549 viability, Nrf2 inh, TGFb SMAD3 inh
> Cc1cc(NC(=O)Cc2csc(-c3ccccc3)n2)ccc1Br
→ 3.3%, -10%, -0.6, i, -21%, i, -2%, -19%, -13%
> CC(=O)Nc1nc(SCc2ccc(Cl)cc2Cl)n[nH]1
→ -0.4%, 1%, 1.9, i, -1%, i, -4%, -5%, -1%
> COc1ccccc1N1CCN(C(=O)c2cc3n(n2)C(C(F)(F)F)CC(c2ccco2)N3)CC1 (configuration not stated)
→ -1.0%, 2%, -0.8, i, -4%, -107%*, -11%, -19%, -4%
> O=C(NCCSc1c[nH]c2ccccc12)C1CC1
→ -0.3%, -2%, -1.6, ?, -3%, i, -4%, 9%, 2%
> C[C@@H]1[C@H]2CCCC[C@H]2CN(C(=O)OC(C)(C)C)[C@@H]1CC(=O)c1ccccc1
→ 4.5%, 2%, -0.9, i, -24%, i, 1%, 4%, -27%
> COc1ccc(S(=O)(=O)NC(C)C(=O)N2CCCCCC2)cc1 (configuration not stated)
→ 3.4%, 2%, -1.7, i, -3%, i, -2%, 3%, 5%
> O=C(NCc1ccco1)/C(=C\c1ccc(F)cc1)NC(=O)c1ccco1
→ 2.5%, 1%, -4.1, i, -10%, i, -1%, 2%, -22%
> CCc1ccc2oc(C(=O)Nc3ccccc3OC)cc(=O)c2c1
→ 5.3%, /, /, i, 6%, /, -9%, -20%, -5%
> CN(C)c1ccc(-c2cc3ccccc3c(=O)o2)cc1
→ 12%, -3%, -0.4, /, 0%, i, 15%, ?, 13%
> COc1ccccc1N(C)S(=O)(=O)c1ccc(C(=O)Nc2cccc(Br)c2)cc1
→ 3.4%, -7%, -2.5, i, -8%, i, -9%, 16µM*, -20%
> O=C(Nc1ccccc1[N+](=O)[O-])c1cc2ccccc2nc1Cl
→ 3.5%, -3%, 1.6, i, 3%, i, -11%, -21%, 17%
> CC(=O)Nc1cc(C(=O)N2CCCC2)ccc1S(=O)(=O)c1ccc(Cl)cc1
→ -0.6%, 1%, -0.7, i, 0%, i, 3%, -20%, 2%
> NNC(=O)CN(CCc1ccccc1)S(=O)(=O)c1ccc(Cl)cc1
→ -0.1%, 0%, 0.4, i, -29%, i, 5%, 6%, -13%
> CCCCN1CN(S(=O)(=O)c2ccc(OC)cc2)c2nc3ccccc3nc21
→ -0.2%, 1%, -2.5, ?, -17%, i, -7%, -19%, -10%
> Cc1cc(C(=O)O)cc(S(=O)(=O)N2CCOCC2)c1C
→ -0.4%, 0%, -3.4, ?, 2%, i, -3%, 2%, 1%
> COc1cc(NC(=O)COC(=O)c2ccc(S(=O)(=O)N3CC(C)CC(C)C3)cc2)c(C)cc1[N+](=O)[O-] (configuration not stated)
→ -0.6%, 0%, -3.7, i, -13%, i, 0%, 1%, 5%
> Cc1ccc(=O)n(C(C(=O)NCc2ccco2)C(=O)c2ccc(F)cc2)c1 (configuration not stated)
→ -0.8%, 0%, 0.8, i, 2%, i, 0%, -11%, -2%
> O=C(NC(=S)Nc1cc(C(F)(F)F)ccc1N1CCOCC1)c1ccco1
→ 27%, 1%, 1.5, i, -27%, i, 7%, -21%, -26%
> O=C(NC1CCCCC1)N1CCN(c2nc(-c3ccccc3)cs2)CC1
→ 1.8%, 2%, -0.2, ?, -24%, i, -4%, ?, ?
> O=c1c2ccccc2nc(SCc2ccc([N+](=O)[O-])cc2)n1-c1ccccc1
→ -0.5%, 1%, -2.7, i, -26%, i, 0%, -12%, 24%
> CNC(C)c1cc(OC)ccc1OC (configuration not stated)
→ 0.4%, 0%, -4.3, i, -1%, i, 1%, -9%, 14%
> O=C(NC(c1ccccc1)c1ccccc1)N1CCOCC1
→ -0.2%, -13%, 1.0, i, 12%, i, 2%, 2%, 19%
> Cc1ccc(Cl)cc1NC(=O)CSC1=Nc2ccccc2C2=NC(Cc3ccccc3)C(=O)N12 (configuration not stated)
→ 0.1%, /, /, ?, -19%, /, -13%, /, -12%
> CC(C)(C)Cc1c(-c2cccc(Br)c2)nc2ccc(Br)cn12
→ 16%, /, -0.1, i, -19%, i, /, /, -6%
> COc1cccc(NC(=O)Cn2cc(C(=O)C3CC3)c3ccccc32)c1
→ 0.0%, -2%, -1.4, i, -9%, i, -7%, -3%, -23%
> CCOC(=O)N1CCc2c(sc(NC(=O)CN3CCOCC3)c2C(=O)Nc2ccccc2)C1
→ -0.4%, -3%, -3.7, i, -1%, i, -4%, -22%, 13%
> CC1(C(=O)NCCc2ccccc2)Cc2c(-c3ccccc3)ccnc2O1 (configuration not stated)
→ 0.4%[9.22 µM], /, 0.4, i, -13%, i, /, /, 24%
> CCOC(=O)C1=C(CN2CCN(c3ccccc3)CC2)NC(=O)NC1c1ccc(C)cc1 (configuration not stated)
→ -0.3%, /, /, i, -23%, /, -4%, -29%, ?
> COc1ccc(CCNC(=O)CCc2nc3sc4c(c3c(=O)[nH]2)CCCC4)cc1
→ -0.4%, -11%, -1.1, i, 4%, i, -2%, ?, 0%
> COc1ccc(CNC2CCCc3ccccc32)c(OC)c1 (configuration not stated)
→ 4.4%, 0%, 0.7, i, -26%, i, -3%, 3%, -2%
> CCCCn1c(C(C)NC(=O)c2ccccc2)nc2ccccc21 (configuration not stated)
→ 1.6%, /, /, i, -21%, /, 1%, -3%[9.27 µM], ?
> COc1cc2c(=O)c(S(=O)(=O)c3ccc(F)cc3)cn(Cc3ccc(Cl)cc3)c2cc1OC
→ -0.5%, /, /, i, 1%, /, 0%, 14%, -8%
> Cc1cc(C)n(C2=NS(=O)(=O)c3ccccc32)n1
→ 0.0%, 1%, -1.5, i, 2%, i, ?, 3%, 8%
> CC(=O)OCC(=O)C1(O)CCC2C3CCC4=CC(=O)C=CC4(C)C3C(O)CC21C (configuration not stated)
→ -0.2%, -19%, 1.1, i, -19%, i, -1%, 0.029µM*, -2%
> CN(Cc1ccccc1)C(=O)c1ccc2nc([C@H]3C[C@H](O)[C@@H](CO)O3)[nH]c2c1
→ -0.2%[9.22 µM], /, -1.0, i, -1%, i, /, /, -3%
> O=C1OCCC1Sc1nnc(-c2ccc(Cl)cc2Cl)o1 (configuration not stated)
→ -2.2%, 0%, -3.1, i, -34%, i, 10%, 9.2µM*, ?
> Cc1ccc(Nc2nc(Cl)nc(NC(C)(C)C)n2)cc1
→ 9.0%, 1%, -0.1, i, -19%, i, -4%, ?, -25%
> Cc1ccccc1C(=O)NC(C(N)=O)P(=O)(OC(C)C)OC(C)C (configuration not stated)
→ 0.4%, 1%, -0.8, i, 23%, i, 1%, -23%, 0%
> O=C(NCCN1CCOCC1)C(=O)c1c[nH]c2ccccc12
→ 0.0%, 3%, 0.5, i, 0%, i, 1%, ?, 28%
> Cc1cc(C)cc(N2C(=O)CC(c3ccccc3)CC2=O)c1
→ 0.2%, 2%, 0.7, i, 17%, i, 2%, -3%, 0%
> COc1ccccc1C(=O)N1CCN(c2nc3cc(C)c(C)cc3cc2C#N)CC1
→ 0.2%, -3%, -3.9, i, -6%, i, -26%, 23µM*, ?
> CC(C)C(c1nnnn1Cc1cccs1)N1CCN(C2CCCC2)CC1 (configuration not stated)
→ -0.2%, 2%, 2.5, i, 2%, i, -5%, 10%, -1%
> CC(C)Oc1ccc(CNC(=O)c2ccc3c(c2)nc2n3CCOC2)cc1
→ 6.4%, /, /, /, 11%, /, -6%, /, -2%
> CC(=O)N1CCCc2cc(S(=O)(=O)N3CCC(C(=O)N(Cc4ccccc4)C(C)C)CC3)ccc21
→ 3.4%, /, /, i, -49%, /, 0%, /, ?
> O=C(C1=C[C@@H](c2ccc3c(c2)OCO3)C[C@@H](OCc2ccc(CO)cc2)O1)N1CCOCC1
→ 0.3%, /, 0.6, i, -2%, i, 1%, 10%, -14%
> CC1CCN(C(=O)CN2C(=O)C(=O)c3ccccc32)CC1
→ 0.4%, 1%, -0.8, i, 33%, i, 1%, 3%, 12%
> CCCC1(c2ccccc2)NC(=O)N(CC(=O)N2CC(=O)Nc3ccccc32)C1=O (configuration not stated)
→ 1.8%, 1%, 0.8, i, -14%, i, 18%, ?, -7%
> O=C(CSc1nc(=O)n2ccccc2n1)NCc1ccccc1Cl
→ 2.0%, 0%, -0.1, i, 0%, i, -2%, -10%, -27%
> Cc1ccn2c(=O)c(NC(=O)COc3ccccc3)c(C)nc2c1
→ 0.0%, -3%, -1.1, ?, -4%, i, -8%, 2%, 3%
> O=C(Nc1cccc(Cl)c1Cl)c1cc(S(=O)(=O)N2CCC3(CC2)OCCO3)ccc1F
→ -0.4%, /, /, /, 10%, /, 13%, /, 33%
> CCn1c(SCC(=O)NCc2ccc(F)cc2)nc2c(c1=O)SC(C)C2 (configuration not stated)
→ -0.7%, -2%, -0.4, i, -1%, i, -1%, -7%, 6%
> Cc1ccn2c(=O)c(C(=O)NC(C)c3ccccc3)c(O)nc2c1 (configuration not stated)
→ 0.0%, /, /, /, -3%, /, 1%, 11%, -5%
> Cc1ccc(C(=O)Nc2ncc(Cc3ccc(SC(F)F)cc3)s2)cc1
→ -0.7%, -3%, -9.7, ?, 1%, i, -17%, ?, ?
> COCCn1c(=NC(=O)CSCC(=O)NC2CCCCC2)sc2cc(OC)ccc21
→ 2.0%, -2%, 0.0, i, -12%, i, 14%, -12%, -9%
> CCOC(=O)/C(=N\Nc1cc(Cl)ccc1Cl)N1CCOCC1
→ -0.4%, 3%, -1.0, i, -11%, i, 11%, -10%, 1%
> CCNc1nc(NCC)nc(N(C#N)C(C)C)n1
→ 4.3%, 0%, 0.9, i, 4%, i, 1%, -2%, 3%
> CCN1C(=O)CC(C(=O)O)SC1=Nc1ccc(OC)cc1 (configuration not stated)
→ 0.7%, -1%, -5.4, i, 16%, i, -5%, 8%, -11%

Outcome played no part in choosing rows; about 4.4% have a hit in one of these screens.
